GALK inh = qHTS Assay for Inhibitors of Human Galactokinase (GALK); P51570; Purified GALK, Kinase-Glo residual ATP luminescence; Potency, µM (series often up to 57.5 µM), without a hit: at the highest dose activity change, negative = inhibition, most hits filed as inhibitors; 0.007% of 270,000 active; AID 1868, 2009; further: potency means the concentration at half of the fitted maximal effect; on the % scale 0 is the no-effect control and ±100 the full control effect
Target sequence (P51570 whole entry, looked up): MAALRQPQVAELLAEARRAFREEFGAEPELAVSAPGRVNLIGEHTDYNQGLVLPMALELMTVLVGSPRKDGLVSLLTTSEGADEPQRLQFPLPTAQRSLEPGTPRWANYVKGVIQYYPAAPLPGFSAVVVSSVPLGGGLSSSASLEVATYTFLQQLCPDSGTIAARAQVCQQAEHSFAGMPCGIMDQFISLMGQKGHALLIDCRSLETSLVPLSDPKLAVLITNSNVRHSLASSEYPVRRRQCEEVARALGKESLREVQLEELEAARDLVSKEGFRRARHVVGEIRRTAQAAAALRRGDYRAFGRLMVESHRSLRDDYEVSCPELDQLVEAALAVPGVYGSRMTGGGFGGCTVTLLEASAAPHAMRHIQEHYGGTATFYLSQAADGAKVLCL
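GALK at 5 nM final was combined with compound, 35 uM ATP and 100 uM galactose in HEPES pH8.0 with MgCl2 and DTT. The reaction ran one hour at room temperature before luminescent ATP detection.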
S-ASM inh = Inhibitors of Secretory Acid Sphingomyelinase (S-ASM): qHTS | AID 504937, 2011 | Potency, µM (series often up to 57.5 µM), without a hit: at the top dose activity change, negative = inhibition, most hits filed as inhibitors | placental ASM, HMU-PC fluorogenic substrate, 60 min | 0.006% of 340,000 active | Sphingomyelin phosphodiesterase (Homo sapiens), P17405; further: potency means the concentration at half of the fitted maximal effect
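Fluorescence read-out (Ex 386 nm, Em 447 nm) after stopping the reaction at pH 10. Enzyme: ASM from human placenta; substrate HMU-PC0, 9 uM final; 60 min, 37 °C. Compound preincubation 10 min, ambient temperature.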
KCNH2 WT inh = qHTS for Inhibitors of KCHN2 3.1: Wildtype qHTS; U2OS, BacMam KCNH2, thallium flux FluxOr; active compounds read low; Voltage-gated inwardly rectifying potassium channel KCNH2 (Homo sapiens), Q12809; AID 720551, 2013; activity change, % at 1.84 µM; 0.37% of 340,000 active;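 active means maximum activity change below -70%; inconclusive means maximum activity change between -70% and -50%; inactive means maximum activity change above -50%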; further: on the % scale 0 is the no-effect control and ±100 the full control effect
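U2OS cells were transduced with wild-type KCNH2 virus (2.03 x 10^8 / mL) for 4 h at room temperature, then cultured overnight at 37 C. Thallium flux was read with FluxOr dye. Rate constants were normalized to DMSO controls.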
MBNL1-CUG inh = qHTS Assay for Inhibitors of MBNL1-poly(CUG) RNA binding; 0.036% of 280,000 active; TR-FRET MBNL1-His/biotin-(CUG)12 binding, 665/545 ratio; AID 2675, 2010; Potency, µM (doses to about 57.5 µM), inactives show at the highest dose activity change, negative = inhibition, usual class: inhibitors; active means well fitted inhibition curve with a large enough effect in the signal ratio, with a control signal flat, not every such curve was filed as active; inconclusive means small, poorly fitted or top-dose-only effect, or effect the other way, or a change in a side signal; inactive means no such curve, though single readings can be large or run the other way; the % refers to the signal ratio; further: potency means the concentration at half of the fitted maximal effect; on the % scale 0 is the no-effect control and ±100 the full control effect
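TR-FRET readout: Ex 340 nm, 665/545 nm emission ratio, normalized to buffer-only (basal) and MBNL1-(CUG)12 controls. Complex of MBNL1-His with Biotin-(CUG)12, compounds 92 nM–58 uM, incubated 60 min at room temperature.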
Chronic BCR inh = qHTS Assay to Find Inhibitors of Chronic Active B-Cell Receptor Signaling; 0.05% of 340,000 active; ABC-DLBCL IkBa-CBG/CBR reporter, luminescence ratio, 4 h; AID 493014, 2011; Potency, µM (doses to about 46.1 µM), inactives show at the top dose ratio change, negative = lower green/red ratio, hits mostly inhibitors; active means well fitted inhibition curve with a large enough effect in the signal ratio, with a control signal flat, not every such curve was filed as active; inconclusive means small, poorly fitted or top-dose-only effect, or effect the other way, or a change in a side signal; the % refers to the signal ratio;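 further: potency means the concentration at half of the fitted maximal effect; plate controls were basal doxycycline-induced cells for no effect and cells given 10 µM MG132 for full effect; MG132 reads +100%, hits lower the ratio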
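Compounds up to 46 uM were incubated four hours with TMD8 cells whose green CBG68 luciferase is fused to IkappaBalpha; red CBR luminescence normalised the signal, and concentration-effect curves were fitted to fusion, red and ratio data.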
USP2a inh = qHTS Assay for Inhibitors of Ubiquitin-specific Protease USP2a Using CHOP2 as the Reporter. 0.01% of 330,000 active. Ubiquitin carboxyl-terminal hydrolase 2 (Homo sapiens), O75604. Potency, µM (doses to about 38.3 µM), without a hit: top-dose activity change, negative = inhibition, actives largely listed as inhibitors. USP2 core, Ub-CHOP2 coupled fluorogenic reporter, 485/531;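 further: potency means the concentration at half of the fitted maximal effect; plate controls were DMSO wells for no effect and full inhibition by NEM control for full effect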
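Deubiquitinase activity read as fluorescence (485/531 nm) after Ub-CHOP2 cleavage activates the enterokinase reporter on its substrate; USP2 core 10nM, Ub-CHOP2 and substrate 25nM each, 30min compound preincubation then 60min RT; data normalized to NEM, curves fitted.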
Mito fusion act = qHTS Assay for Small Molecule Inhibitors of Mitochondrial Division or Activators of Mitochondrial Fusion; Potency, µM (titrated, usually from 46.1 µM), without a hit: at the top dose growth rescue (activation), hits mostly activators; S. cerevisiae fusion-defective mutant growth rescue, CellTiterGlo 48 h; 0.23% of 320,000 active;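 further: potency means the concentration at half of the fitted maximal effect; % of control where 0% means no effect; nearly all actives have a fitted effect of over 45% in size; temperature-sensitive fusion mutants such as fzo1-1 at 37 °C on non-fermentable ethanol glycerol medium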
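Yeast fusion mutant, YPEG (non-fermentable carbon), compound, 48 h at 37C non-permissive; CellTiterGlo added, 10 min RT, luminescence read. Rescued growth = division inhibition.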
Menin MLL FP TR = qHTS Assay for Inhibitors Targeting the Menin-MLL Interaction in MLL Related Leukemias: Competition With Texas Red Labeled MLL-derived Mutant Peptide | AID 1768, 2009 | O00255 | 0.23% of 270,000 active | Menin + Texas Red MLL mutant peptide, fluorescence polarization | Potency, µM (titrated, usually from 61.6 µM), inactives show at the highest dose FP activity change, negative = inhibition, actives largely listed as inhibitors; active means well fitted inhibition curve with a large enough effect in the polarisation, with a control signal flat, not every such curve was filed as active; inconclusive means small, poorly fitted or top-dose-only effect, or effect the other way, or a change in a side signal; inactive means no such curve, though single readings can be large or run the other way; the % refers to the polarisation; further: potency means the concentration at half of the fitted maximal effect; % of control where 0% means no effect; many of its hits are not listed in these tables
Target sequence (O00255 whole entry, looked up): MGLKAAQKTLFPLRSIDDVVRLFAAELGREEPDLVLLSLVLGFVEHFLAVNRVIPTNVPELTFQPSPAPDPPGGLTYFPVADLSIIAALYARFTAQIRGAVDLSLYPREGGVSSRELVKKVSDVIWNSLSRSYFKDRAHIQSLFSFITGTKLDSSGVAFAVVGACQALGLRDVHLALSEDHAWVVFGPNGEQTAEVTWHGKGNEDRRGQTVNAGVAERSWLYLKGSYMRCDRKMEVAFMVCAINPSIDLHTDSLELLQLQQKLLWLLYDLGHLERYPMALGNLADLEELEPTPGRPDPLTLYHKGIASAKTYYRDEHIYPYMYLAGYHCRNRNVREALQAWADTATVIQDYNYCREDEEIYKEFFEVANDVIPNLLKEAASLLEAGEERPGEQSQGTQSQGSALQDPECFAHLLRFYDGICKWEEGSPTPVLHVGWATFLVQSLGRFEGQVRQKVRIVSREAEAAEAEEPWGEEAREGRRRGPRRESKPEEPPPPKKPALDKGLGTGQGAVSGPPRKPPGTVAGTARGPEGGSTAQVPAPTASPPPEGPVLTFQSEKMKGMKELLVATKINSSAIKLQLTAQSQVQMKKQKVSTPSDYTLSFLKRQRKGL
PKM2 act = qHTS Assay for Activators of Human Muscle isoform 2 Pyruvate Kinase; purified PKM2, Kinase-Glo ATP luminescence, activation; response scale: 0% is enzyme alone, no compound; Potency, µM (series often up to 57.5 µM), inactives show top-dose activation, most hits filed as activators; 0.34% of 260,000 active; further: potency means the concentration at half of the fitted maximal effect; on the % scale 0 is the no-effect control and ±100 the full control effect; nearly all actives have a fitted effect of over 55% in size
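Purified hPK-M2 (>95% pure) converted ADP (0.1 mM final) to ATP with 0.5 mM PEP in 50 mM imidazole pH7.2, KCl, MgCl2, Tween 20, BSA; 1 h at room temperature. ATP detected by Kinase-Glo luminescence.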
Eya2 inh = qHTS Assay for Inhibitors of the Phosphatase Activity of Eya2 | Protein phosphatase EYA2 (Homo sapiens), O00167 | recombinant Eya2, OMFP fluorescence dephosphorylation (OMFP is methylfluorescein phosphate) | Potency, µM (highest dose often 76.9 µM), inactives show at the top dose activity, negative = inhibition, actives largely listed as inhibitors | 0.006% of 330,000 active | AID 488837, 2010; further: potency means the concentration at half of the fitted maximal effect; on the % scale 0 is the no-effect control and ±100 the full control effect
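Eya2 (0.2 uM) preincubated 10 min at ambient with compound, then OMFP substrate added at 50 uM; 10 min reaction in 50 mM HEPES pH 7.5, 50 mM NaCl, 5 uM MgCl2, 0.05% BSA, 1 mM DTT. Fluorescence read at Ex 485/Em 525 nm.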
TSHR antag = Antagonists of the Thyroid Stimulating Hormone Receptor: HTS campaign | activity change, negative = inhibition, % at 11.5 µM | AID 504810, 2011 | Thyrotropin receptor (Homo sapiens), P16473 | TSHR-expressing cells, TSH-stimulated cAMP HTRF, 2 h; active compounds read low | 0.2% of 330,000 active;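 active means activity change below a set negative limit, meaning inhibition stronger than a set level, cut at about -70% in these data; inconclusive means activity change between two set negative limits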; further: on the % scale 0 is the no-effect control and ±100 the full control effect
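Antagonism was scored as loss of TSH-driven cAMP in TSHR cells, stimulated with 4nM TSH (EC80) for 2 hours at 37 deg C and detected by homogeneous HTRF competition immunoassay.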
Starred values were filed as active, the others as inactive; ? = inconclusive; / = not tested or not shown; [ ] = remark or other dose. Unless noted, the call rests on the fitted dose curve; in most records, active means well fitted curve in the direction sought with a large enough effect; inconclusive means small, poorly fitted or top-dose-only effect, or another doubt; inactive means no such curve, though single readings can be large; an effect the other way counts as inactive or inconclusive. A portion of the library; rates above refer to the full screens.

SMILES | GALK inh | S-ASM inh | KCNH2 WT inh | MBNL1-CUG inh | Chronic BCR inh | USP2a inh | Mito fusion act | Menin MLL FP TR | PKM2 act | Eya2 inh | TSHR antag
CC(C)CC(=O)Nc1nnc(S(=O)(=O)N(C)Cc2ccco2)s1 | -6% | 0% | -16 | -3% | 1% | 0% | 8% | / | / | -5% | 9
CC(=O)c1c(Nc2ccccc2)sc(C(=O)c2ccccc2)c1C | 1% | -12% | -3 | 11% | ? | -8% | 16% | -10% | 2% | -1% | -22
O=C(Cc1cccs1)N1CCN(C(=O)C2CCCO2)CC1 (stereo unspecified) | -1% | 7% | -5 | 3% | ? | -1% | -1% | ? | 4% | 1% | 7
S=c1[nH]nc(CCc2ccccc2)n1-c1ccc(Cl)cc1 | -1% | -1% | -7 | 2% | 5% | 3% | -2% | -6% | 2% | -20% | -2
CCN(CC)S(=O)(=O)c1cccc(C(=O)N/N=C/c2ccccc2OCC(=O)O)c1 | 0% | 1% | -5 | 4% | 2% | 1% | 1% | 11% | -2% | -9% | -3
CC1(C(=O)Nc2cccc(S(=O)(=O)N3CCOCC3)c2)Cc2ccccc2C(=O)O1 (stereo unspecified) | -2% | -1% | 0 | -7% | -1% | 0% | 1% | 5% | 7% | -7% | 0
COc1ccc(CCNC(=O)c2cc([N+](=O)[O-])cc([N+](=O)[O-])c2)cc1OC | 3% | -2% | 14 | ? | 2% | 5% | -21% | 1% | / | 12% | -6
CC(=O)N1CSCC1C(=O)O (stereo unspecified) | 0% | 3% | -5 | 5% | -2% | 0% | 0% | -4% | -5% | 5% | -3
O=C(CNS(=O)(=O)c1ccc(F)c(Cl)c1)NCCc1ccccc1 | -2% | -1% | -8 | 2% | -1% | -1% | 1% | -3% | -4% | -9% | -4
CCCCCCCN=CC1=C(O)CC(c2ccccc2)CC1=O (stereo unspecified) | / | 1% | 1 | -4%[11.5 µM] | 1% | 3% | 9% | -5% | 6% | 0% | -7
Cc1ccc2c(c1)NCC(C(=O)NC1CCCCC1)O2 (stereo unspecified) | -1% | 2% | 39 | 4% | -8% | 0% | 0% | 2% | -3% | 6% | 4
O=c1cc(CSc2nc(NCc3ccccc3)c3ccccc3n2)nc2ccc(Cl)cn12 | 1% | 9% | -2 | 18% | 0% | 0% | 17% | 3% | 21% | -9% | 9
CCN(CC(=O)NCc1ccc(F)cc1)CC(=O)Nc1ccc(S(=O)(=O)N2CCCC2)cc1 | 12% | 2% | -6 | 0% | -10% | -5% | 4% | 8% | 42% | -5% | 0
O=c1c(Cc2ccc(Cl)cc2Cl)c(O)ccn1Cc1ccncc1 | -4% | 3% | 0 | -1% | 1% | 5% | 1% | -2% | 10% | 3% | 6
CC(=O)c1cccc(NC(=S)NCc2ccccc2)c1 | / | 2% | -1 | -11% | 22% | 0% | -7% | -14% | 0% | 0% | -3
OC(COCC1CC=CCC1)Cn1cnc2ccccc21 (stereo unspecified) | 2% | -1% | 0 | -4% | 1% | -6% | -2% | 2% | -8% | -17% | 14
Cc1ccc(-n2nc3c(Cl)nnc(C)c3c2C)cc1 | 0% | 6% | -16 | -14% | 5% | 1% | 0% | 2% | 7% | 2% | 1
COc1cccc(Cn2nnc(C(=O)NCc3ccccc3Cl)c2N)c1 | 3% | 2% | 1 | -4% | ? | 2% | 7% | 11% | 13% | 0% | 0
CC#CCN1c2ccccc2[C@]23C[C@@H](C(=O)OC)N(C(=O)OCC)C2=NC(C(=O)OC)=C(C(=O)OC)[C@H]13 | 1% | 2% | 2 | 0% | ? | 0% | 26% | -10%[11.7 µM] | -5%[11.5 µM] | 2% | -29
CC1CN(C/C(=N\O)C23CC4CC(CC(C4)C2)C3)CC(C)O1 (stereo unspecified) | 1% | 1% | -14 | -15% | -3% | 1% | 4% | -15% | / | 1% | 17
O=C(CSc1ncccn1)Nc1ccccc1 | -1% | 0% | 10 | -8% | -5% | 0% | 0% | -11% | 0% | 3% | 1
CC(C)(C)Nc1nc2ccc([N+](=O)[O-])cc2o1 | 0% | -3% | -7 | ? | 14% | -1% | -8% | / | -2% | 5% | -13
CCS(=O)(=O)NCc1csc(-c2ccccc2)n1 | 1% | 2% | 0 | 5% | 4% | 0% | -6% | 24% | 0% | 8% | 3
COc1ccc(Cl)cc1Nc1nc(-c2sc(NC(=O)CC(C)C)nc2C)cs1 | -1% | -3% | -15 | 159%[activator] | 1% | 2% | 3% | ? | -1% | 22% | -7
O=C(O)CCS(=O)(=O)c1ccc(-c2ccccc2)cc1 | 1% | 2% | 1 | -26% | -2% | -1% | -6% | 0% | -3% | -2% | -12
Continuation:
SMILES | GALK inh | S-ASM inh | KCNH2 WT inh | MBNL1-CUG inh | Chronic BCR inh | USP2a inh | Mito fusion act | Menin MLL FP TR | PKM2 act | Eya2 inh | TSHR antag
CC(C)(C)c1ccc(C(=O)Nc2ccccc2Cl)cc1 | -2% | -2% | 1 | -4% | ? | 1% | -3% | -3% | 4% | -11% | -3
CC(=O)c1cccc(S(=O)(=O)NCC(C)(C)N2CCOCC2)c1 | / | -4% | 0 | 5% | 2% | 0% | 6% | 12% | / | -20% | -1
COc1ccc(N2CCN(C(=O)c3ccc(Cl)c(S(=O)(=O)N4CCCC4)c3)CC2)cc1 | 8% | -7% | 9 | -5% | 6% | 1% | 1% | -13% | 0% | -10% | 1
CCn1c(SCC(=O)NCC2CCCO2)nc2ccccc21 (stereo unspecified) | / | 3% | -8 | / | 2% | 1% | 1% | / | / | 1% | 15
Cc1nonc1OC(C)CNc1ccc([N+](=O)[O-])cc1 (stereo unspecified) | 4% | -3% | -7 | ? | 4% | -4% | -9% | 60%[activator] | 0% | -17% | -7
CCCc1cc2c(cc1NC(=O)c1ccc(Br)cc1)OCO2 | / | -1% | 13 | -9% | -11% | 2% | -2% | ? | -6% | 6% | -1
CC(C)(CCl)C(=O)Nc1ccc(OC(F)(F)F)cc1 | 0% | 0% | -10 | / | ? | -2% | -1% | 9% | 1% | -17% | 1
S=C(Nc1ccccc1)N1CCCCCC1 | 1% | 1% | 12 | 9% | 6% | -1% | -4% | 35%[activator] | -12% | 3% | 26
CN(CCO)S(=O)(=O)c1ccc2c(c1)C(=NNC(N)=O)c1cc(S(=O)(=O)N(C)CCO)ccc1-2 | 0% | -6% | 3 | / | 4% | -4% | -1% | / | 1% | 2% | -2

2 records picked at random from the list so far, as already listed:
SMILES | GALK inh | S-ASM inh | KCNH2 WT inh | MBNL1-CUG inh | Chronic BCR inh | USP2a inh | Mito fusion act | Menin MLL FP TR | PKM2 act | Eya2 inh | TSHR antag
CN(CCO)S(=O)(=O)c1ccc2c(c1)C(=NNC(N)=O)c1cc(S(=O)(=O)N(C)CCO)ccc1-2 | 0% | -6% | 3 | / | 4% | -4% | -1% | / | 1% | 2% | -2
O=c1c(Cc2ccc(Cl)cc2Cl)c(O)ccn1Cc1ccncc1 | -4% | 3% | 0 | -1% | 1% | 5% | 1% | -2% | 10% | 3% | 6

Compound activity from PubChem.
